# Screens (PubChem BioAssay)
# GoLoco inh red: qHTS Assay for Inhibitors of RGS12 GoLoco Motif Activity (Red Fluorophore) | Guanine nucleotide-binding protein G(i) subunit alpha-1 (Homo sapiens), P63096 | Gai1:RGS12 GoLoco peptide FP, rhodamine, 10 min | hit rate 0.44% among 230,000 | Potency, µM (doses to about 61.6 µM), for the others: top-dose activity, negative = inhibition, usual class: inhibitors; active means well fitted inhibition curve with a large enough effect, not every such curve was filed as active; inactive means no such curve, though single readings can be large or run the other way; further: on the % scale 0 is the no-effect control and ±100 the full control effect; nearly all actives have a fitted effect of over 30% in size; many of its hits are not listed in these tables
# Target sequence (P63096 whole entry, looked up): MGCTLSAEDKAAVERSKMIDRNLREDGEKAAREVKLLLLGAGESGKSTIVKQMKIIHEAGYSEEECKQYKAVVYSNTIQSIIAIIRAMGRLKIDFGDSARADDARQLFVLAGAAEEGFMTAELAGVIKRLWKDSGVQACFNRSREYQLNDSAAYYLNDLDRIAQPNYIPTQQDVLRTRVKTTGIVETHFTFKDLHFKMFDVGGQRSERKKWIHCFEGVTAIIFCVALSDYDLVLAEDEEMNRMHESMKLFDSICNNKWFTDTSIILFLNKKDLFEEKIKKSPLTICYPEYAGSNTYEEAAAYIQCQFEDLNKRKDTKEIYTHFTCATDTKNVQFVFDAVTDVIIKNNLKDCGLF
# Epigenetic derep: Quantitative High-Throughput Screen for Regulators of Epigenetic Control; hit rate 0.2% among 280,000; AID 1865, 2009; murine LDR cells, GFP reporter derepression, 30 h; Potency, µM (series often up to 53.9 µM), for inactives: at the top dose GFP activation, usual class: activators; further: % of control where 0% means no effect; nearly all actives have a fitted effect of over 60% in size
#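 In this reporter-derepression format, murine cells bearing a silenced integrated CMV-GFP locus incubate with test compound (30 h, 37 C), then are washed and imaged; fluorescent objects of 20–120 um count as induced cells.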
# RECQ1 helicase: qHTS Assay for Inhibitors of RecQ-Like Dna Helicase 1 (RECQ1); ATP-dependent DNA helicase Q1 (Homo sapiens), P46063; hit rate 0.54% among 240,000; Potency, µM (highest dose often 57.3 µM), for the others: top-dose activity, negative = inhibition, most hits filed as inhibitors; RECQ1 DNA unwinding, red fluorescence kinetic read; AID 2549, 2010;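 further: plate controls were vehicle for no effect and no enzyme for full effect; nearly all actives have a fitted effect of over 30% in size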
# Target sequence (P46063 whole entry, looked up): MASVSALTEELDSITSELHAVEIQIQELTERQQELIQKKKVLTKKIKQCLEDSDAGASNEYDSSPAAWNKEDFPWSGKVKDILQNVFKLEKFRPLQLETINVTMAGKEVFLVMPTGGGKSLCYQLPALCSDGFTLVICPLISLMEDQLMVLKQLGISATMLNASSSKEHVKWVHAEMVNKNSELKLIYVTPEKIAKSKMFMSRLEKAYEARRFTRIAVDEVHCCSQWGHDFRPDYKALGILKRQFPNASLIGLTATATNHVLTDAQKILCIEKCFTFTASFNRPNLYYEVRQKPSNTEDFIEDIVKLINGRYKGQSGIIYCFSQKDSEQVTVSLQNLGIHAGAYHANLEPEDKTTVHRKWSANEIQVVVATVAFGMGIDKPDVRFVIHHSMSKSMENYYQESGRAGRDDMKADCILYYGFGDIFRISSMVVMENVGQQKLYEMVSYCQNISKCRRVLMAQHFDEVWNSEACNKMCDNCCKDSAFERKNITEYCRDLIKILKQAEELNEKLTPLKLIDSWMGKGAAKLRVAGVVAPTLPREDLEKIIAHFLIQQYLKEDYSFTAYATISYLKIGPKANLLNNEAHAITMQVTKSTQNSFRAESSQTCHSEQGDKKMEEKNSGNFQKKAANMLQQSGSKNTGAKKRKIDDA
#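 RECQ1T1 50 nM; forked duplex (20 bp + 30-nt ss tails) 200 nM, ATP 2 mM final; pH 8.0, 2 mM MgCl2, 2.5 ug/ml poly(dI-dC); 15 min compound preincubation; discontinuous kinetic read over 2 h at RT.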
# KinaseGlo FLuc: Counterscreen for Luciferase (Kinase-Glo TM) Inhibition. Kinase-Glo luciferase, ATP luminescence, 8 min. Potency, µM (series often up to 38.3 µM), for inactives: top-dose activity change, negative = inhibition, usual class: inhibitors. hit rate 0.28% among 200,000; further: on the % scale 0 is the no-effect control and ±100 the full control effect; nearly all actives have a fitted effect of over 60% in size
#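 Kinase-Glo luciferase light output from ATP and luciferin was measured with 10 uM ATP, within the enzyme's linear range. Buffer: 50 mM imidazole pH 7.2, 50 mM KCl, 7 mM MgCl2, 0.01% Tween 20, 0.05% BSA; luminescence read after 8 min at ambient temperature.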
# NPSR antag: qHTS Assay for Antagonists of the Neuropeptide S Receptor: cAMP Signal Transduction. AID 1461, 2008. Potency, µM (series often up to 38.3 µM), for inactives: top-dose activity change, negative = inhibition, most hits filed as inhibitors. hit rate 1% among 220,000. CHO-NPSR cells, cAMP TR-FRET, antagonist mode. Q6W5P4; further: on the % scale 0 is the no-effect control and ±100 the full control effect; nearly all actives have a fitted effect of over 50% in size; many of its hits are not listed in these tables
# IMPase Li cell: qHTS Assay for Identifying the Cell-Membrane Permeable IMPase Inhibitors: Potentiation with Lithium | CHO-M1 cells, IP1 TR-FRET (IP-One), carbachol + lithium | Potency, µM (series often up to 59.4 µM), without a hit: at the highest dose activity, negative = IMPase inhibition, actives largely listed as inhibitors | hit rate 0.35% among 210,000;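 further: IP1 builds up when IMPase is blocked and the TR-FRET signal falls; plate controls were basal vehicle for no effect and high inhibitor control for full effect; nearly all actives have a fitted effect of over 50% in size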
#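 Test compounds were applied to CHO-M1 cells previously cultured for 16–30 h at 2000 per well. A small lithium amount accompanied them; after 30 min at 37C, IP1 was quantified by TR-FRET.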
# SMN2 splice up: qHTS Assay for Enhancers of SMN2 Splice Variant Expression. Potency, µM (series often up to 46.1 µM), for inactives: top-dose activity change, positive = activation, actives largely listed as activators. HEK293 SMN2-luciferase splicing reporter, luminescence, 30-36 h. AID 1458, 2008. hit rate 2.8% among 210,000; further: % of control where 0% means no effect; nearly all actives have a fitted effect of over 55% in size
#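 qHTS luciferase splicing reporter: luminescence rises when SMN2 exon 7 is included in transfected HEK293 cells. Compound exposure lasted 30-36 h at 37C, with 4.5 mM final sodium butyrate as control, followed by a ONE-Glo read.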
# KDM4E inh: qHTS Assay for Inhibitors of Human Jumonji Domain Containing 2E (JMJD2E); Lysine-specific demethylase 4E (Homo sapiens), B2RXH2; JMJD2E catalytic domain, FDH-coupled NADH fluorescence (FDH is formaldehyde dehydrogenase); Potency, µM (series often up to 57.1 µM), inactives show top-dose activity change, negative = inhibition, usual class: inhibitors; hit rate 1.6% among 230,000; active means well fitted inhibition curve with a large enough effect, not every such curve was filed as active; inconclusive means small, poorly fitted or top-dose-only effect, or another doubt; inactive means no such curve, though single readings can be large or run the other way;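 further: 0% = wells with enzyme and -100% = buffer wells without enzyme; nearly all actives have a fitted effect of over 50% in size; many of its hits are not listed in these tables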
# Starred values were filed as active, the others as inactive; i = inactive; ? = inconclusive; / = not tested or not shown; & = joins results of further samples; [ ] = dose if it differs, or a comment. Unless noted, the call rests on the fitted dose curve; in most records, active means well fitted curve in the direction sought with a large enough effect; inconclusive means small, poorly fitted or top-dose-only effect, or another doubt; inactive means no such curve, though single readings can be large; an effect the other way counts as inactive or inconclusive. Potency means the concentration at half of the fitted maximal effect.
structure,KinaseGlo FLuc,IMPase Li cell,RECQ1 helicase,SMN2 splice up,NPSR antag,GoLoco inh red,Epigenetic derep,KDM4E inh
CCOc1ccc(C2CC(=O)c3c([nH]c(C(=O)OC)c3C)C2)cc1OC (stereo unspecified),-2%,-5%[38.3 µM],1%,-31%[inhibitor],-25%[46.1 µM],4%,-0.7%,-4%
Cc1cc(SCC(=O)NC(=O)NCc2ccco2)nc2ccccc12,-3%,-9%[38.3 µM],-3%,-9%,-15%[46.1 µM],16%,0.0%,1%
O=c1oc2c(-c3ccc([N+](=O)[O-])cc3)cc(O)cc2s1,/,/,-18%,/,17%,72%[activator],0.0%,-4%
Oc1c(CN2CCCCC2)cc(Br)c2cccnc12,1%,14%[38.3 µM],14%,-66%[inhibitor],?,-25%,?,?
CN(C)c1cccc(C(=O)OCC(=O)Nc2ccccc2Sc2ccccc2)c1,-2%,23%,-4%,14%,-15%,19%,-1.0%,-4%
CC(O)CN=c1cc(-c2ccccc2)oc2ccc(Cl)cc12 (stereo unspecified),4%,0%[38.3 µM],-2%,17%,-13%[46.1 µM],4%,-1.2%,-3%
COCCCNC(=S)Nc1ccccc1[N+](=O)[O-],-2%,-2%,i,2%,-1%,9%,0.0%,-1%
Fc1cccc(F)c1/C=N/Nc1ccccn1,-5%,3%,i,?,7%,9%,-0.4%,-4%
CSc1nc2ncc(C#N)cn2n1,1%,-4%,-6%,8%,6%,11%,-1.5%,?
CCOC(=O)NC(=O)/C(C#N)=N\Nc1ccc(Cl)cc1,-4%,-7%[38.3 µM],-7%,8%,-13%[46.1 µM],4%,-0.4%,3%
NC(=S)Nc1cccc(F)c1,/,/,i,/,-16%,1%,1.5%,-1%
CC(NC(=O)CCc1nnc(C2(c3ccc(Cl)cc3)CCC2)o1)C1CC1 (stereo unspecified),-3%,10%,16%,/,1%,9%,3.0%,-14%
C#CC1CN(Cc2ccccc2)CC(C#C)N1C (stereo unspecified),5%,-9%[38.3 µM],-9%,3%,-3%[46.1 µM],6%,-1.1%,0%
CC(C(=O)N1CCN(Cc2ccc3c(c2)OCO3)CC1)c1ccc([N+](=O)[O-])cc1 (stereo unspecified),-1%,12%,i,-25%,-21%,-2%,-0.4%,-4%
COc1cc(NC(=O)CN2CCC(C(N)=O)(N3CCCCC3)CC2)c(OC)cc1Cl,-1%,-3%,-1%,2%,-4%,-2%,1.3%,4%
CC(O)(P(=O)(O)O)P(=O)(O)O,2%[39.9 µM],-5%&0%,1%[25.9 µM],7%[20.6 µM],/,3%,1.5%,-12%[25.5 µM]
O=c1cc(-c2ccccc2)oc2cc(OCc3ccccc3)cc(O)c12,-1%,4%,7%,/,-22%,11%,-1.6%,-18%
CN(C)S(=O)(=O)c1cccc(NC(=O)COC(=O)/C=C/c2cccs2)c1,0%,6%,i,-1%,-3%,0%,5.5%,8%
CCCCNC(=O)c1nn(-c2ccccc2OC)c(=O)c2ccccc12,1%,25%[38.3 µM],-3%,6%,-15%[46.1 µM],5%,1.2%,2%
Cc1ccc(-c2nnc(SCC(=O)N3c4ccccc4NC(=O)C3(C)C)n2N)cc1,-1%,36%[activator][38.3 µM],i,-7%,-5%[46.1 µM],-4%,0.9%,-7%
COc1ccc(C(=O)Nc2cc(C(=O)O)cc(C(=O)O)c2)cc1Cl,4%,-1%,i,3%,13%,27%,4.5%,0%
CCOC(=O)c1cc(C(=O)Nc2cccc(C)c2)nn1C,-23%,5%[38.3 µM],-4%,13µM*,-2%[46.1 µM],3%,0.0%,7%
CC(C)C1C(C#N)=C(N)SC(N)=C1C#N,2%,-15%[38.3 µM],-1%,13%,-24%[46.1 µM],-24%,-13%,?
CCn1c(SCC(=O)N2CCc3ccccc32)nnc1-c1ccco1,0%,0%[38.3 µM],i,-14%,1%[46.1 µM],11%,-1.2%,6%
O=C(Oc1ccc(N2C(=O)CCC2=O)cc1)c1ccco1,1%,16%[38.3 µM],-3%,?,-8%[46.1 µM],6%,0.0%,4%
CCN(CC)c1ccc(/C=N/N2CCOCC2)cc1,6%,10%,-2%,22µM*,-21%[46.1 µM],-15%,-1.1%,-20%
CCN(c1ccc(NC(=O)COC(=O)c2ccc3ccccc3n2)cc1)C(C)C,-6%,7%[38.3 µM],-5%,-12%,-22%[46.1 µM],-19%,-0.9%,-2%
CCCCn1c(SCC(=O)Nc2cc(C)on2)nnc1-c1cccs1,/,/,i,/,9%,4%,-1.1%,0%
Nc1ccc(-n2nncc2-c2ccccc2)cc1,-2%,14%,-4%,1%,-11%[46.1 µM],-3%,1.2%,3%
COC(=O)c1c(-c2ccc(C)cc2)csc1NC(=S)NC(=O)c1ccc(F)cc1,1%,1%,i,-1%,-11%,0%,1.8%,-1%
Cc1ccccc1Nc1nc(N)nc(CSc2ccccc2)n1,1%,13%,-33%,14µM*,6%,2%,-1.3%,-4%
CCC(=O)Nc1nc2ccc([N+](=O)[O-])cc2s1,/,/,-12%,/,-16%,-3%,-0.4%,-2%
NC(=O)c1oc2ccccc2c1NC(=O)CCc1ccccc1,2%,28%[38.3 µM],-7%,3%,-7%[46.1 µM],1%,-0.8%,-11%
C=CCc1c(N(CC)CC)nc(C)[nH]c1=O,/,/,-7%,/,28%,1%,1.8%,-12%
Clc1ccc(-c2cccs2)nn1,2%,-8%,-4%,6%,3%,2%,1.9%,-9%
COc1ccc(Br)cc1CNCCSc1nnnn1C,2%,18%[38.3 µM],13%,-6%,4%[46.1 µM],4%,0.0%,7%
CCN(CC)CCCNC(=O)CC1Sc2ccccc2NC1=O (stereo unspecified),-2%,4%[38.3 µM],i,-8%,0%[46.1 µM],6%,-1.2%,3%
Cn1c(Cc2ccccc2)nnc1SCC(=O)NCCc1ccccc1,1%,6%,-3%,1%,12%,-3%,0.1%,-2%
Cc1ccc(SCCC(=O)N2CCC(C)CC2)cc1,-3%,22%,-1%,?,-15%[46.1 µM],3%,-2.2%,-7%
CC(C)(C)N/N=C1\CC(c2ccccc2)Oc2ccccc21 (stereo unspecified),/,/,-2%,/,-2%[46.1 µM],/,-0.9%,4%
CC(=O)NCCc1ccc(S(=O)(=O)NCc2ccc3c(c2)OCO3)cc1,1%,3%[38.3 µM],-2%,-11%,-27%[46.1 µM],3%,1.8%,-3%
CCOC(=O)c1c(CN(C)C)oc2cc(CN(C)C)c(O)c(CSc3ccccc3)c12,-2%,-6%[38.3 µM],-15%,8%,10%[7.67 µM],0%,2.5%,?
Cc1ccc(-n2nnnc2-c2cnc3cc4c(cc3c2C)OCO4)cc1,-6%,36%[38.3 µM],i,12%,-19%[46.1 µM],14%,-1.0%,?
C#CCN1C(=O)C(O)(CC(=O)c2cc(OC)ccc2OC)c2ccccc21 (stereo unspecified),-2%,8%[38.3 µM],0%,16%,-14%[46.1 µM],-5%,1.2%,?
O=C(CS(=O)CC(=O)N(CC(=O)NC1CCCC1)c1ccc2c(c1)OCCO2)Nc1ccc(F)cc1 (stereo unspecified),1%,-1%[38.3 µM],-2%,0%,2%[46.1 µM],-8%,-2.8%,5%
COc1ccc(NC(C#N)c2ccccc2OCc2ccccc2)cc1 (stereo unspecified),/,/,-1%,/,-6%[46.1 µM],/,-0.9%,-25%
Cc1cc(NC(=O)CS(=O)(=O)c2cn(Cc3ccccc3Cl)c3ccccc23)no1,0%,6%,?,-33%[inhibitor],-23%[46.1 µM],5%,-2.2%,-2%
N=c1c2c(n(Cc3ccccc3)c3c1CCC3)CCC2,-1%,14%[38.3 µM],i,-38%[inhibitor],-9%[46.1 µM],6%,-2.3%,3%
COc1ccc(/C=N/NC(=O)c2c(C)n(C)c3ccc(OC)cc23)c(OC)c1,1%,16%,-5%,0%,-5%,9%,2.3%,-2%
Cc1cc(C(=O)NCCc2ccc(S(N)(=O)=O)cc2)no1,/,-11%,i,/,14%,-1%,1.1%,17%
CCC1Oc2ccccc2N(CC(=O)Nc2ccccc2OC)C1=O (stereo unspecified),-1%,13%[38.3 µM],i,-12%,10%[7.67 µM],-3%,0.6%,1%
CCCc1c(C(=O)Nc2ccc(F)cc2)cnn1-c1ccccc1,/,/,i,/,-45%,-3%,2.2%,4%
Cc1cc(NC(=O)C2CCN(S(=O)(=O)c3cccs3)CC2)no1,1%,-17%[38.3 µM],-4%,-13%,-11%[46.1 µM],1%,-0.8%,6%
COc1ccc(F)cc1S(=O)(=O)NC1CC(C)(C)NC(C)(C)C1,0%,3%[38.3 µM],-14%,2%,-1%[46.1 µM],-11%,1.1%,-1%
CC(C)(C)OC(=O)N1CCC(C(=O)N[C@@H](Cc2ccccc2)C(=O)O)CC1,2%,19%[38.3 µM],-10%,-7%,-5%[46.1 µM],8%,-0.2%,6%
CCOC(=O)c1cnn(-c2cc(C(C)(C)C)nc3c(-c4ccccc4)c(C)nn23)c1N,-4%,10%[38.3 µM],-1%,-7%,-11%[46.1 µM],-1%,0.1%,1%

# Carrying on.
structure,KinaseGlo FLuc,IMPase Li cell,RECQ1 helicase,SMN2 splice up,NPSR antag,GoLoco inh red,Epigenetic derep,KDM4E inh
CSCCNC(=O)Nc1c(-c2c(Cl)cccc2Cl)noc1C,/,/,-13%,/,-20%,2%,0.5%,-3%
Cc1ccc(S(=O)(=O)c2cc(O)ccc2O)cc1C,-1%,9%,i,-5%,-6%,-5%,2.3%,0%
COc1cccc(-c2cc(C(=O)NCCCn3ccnc3)no2)c1,-5%,24%[38.3 µM],i,/,-7%[46.1 µM],19%,-2.1%,9%
CCOC(=O)c1[nH]c(C)c(/C(O)=C2\C(=O)C(=O)N(CCCN(C)C)C2c2ccncc2)c1C (stereo unspecified),0%,-4%[38.3 µM],-7%,2%,-1%[46.1 µM],8%,-1.1%,-2%

# An excerpt, so the mix of outcomes need not match the whole.
